# Compound activity from PubChem.
# Wee1 degr inh: human Wee1 degradation inhibition, primary screen | P30291 | reporter increase, % at 5 µM | HeLa Luc-Wee1K328M stability, luciferase luminescence; 100% = proteasome inhibitor MG132 effect | 1.2% of 220,000 active;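 active means activation above the mean of all tested compounds plus 3 SD, set per screening run, cut at about 8.8% in these data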;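 further: cells exposed to compound for 20 h before luminescence read; 0% = DMSO alone and 100% = MG132 at 30 µM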
# MDM2 E3 inh: Mdm2 E3 ligase (human) inhibition; 0.11% of 210,000 active; cell-based MDM2 ubiquitination luciferase reporter, 2 h; 0 = plate control, 100 = twice control, blank-subtracted; AID 1230; Q00987; signal enhancement, % at 5 µM;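 active means signal enhancement of 30% or more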;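 further: luminescence tracks abundance of the self-degrading MDM2-luciferase fusion protein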
#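 Assay system: stable mammalian line carrying autodegrading MDM2–luciferase fusion reporter; Input: 2000 cells in each well; Compound dosing: single-point 5 µM; Schedule: 2 h compound exposure at 37 °C; Signal: SteadyLite luciferase luminescence after 15 min room-temperature reagent incubation; Evaluation: % luminescence enhancement versus blank-corrected plate control mean; Benchmarks: plate controls and plate blanks.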
# eIF4E-4G inh: eIF4E/eIF4G interaction inhibition in translation initiation | TR-FRET eIF4E-eIF4GI(517-606) binding, 2 h | P63073+Q04637 | inhibition, % at 21.7 µM | AID 782 | 0.37% of 220,000 active;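 active means inhibition above about 30%, limit read from the data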;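 further: 0% = full FRET control wells and 100% = background wells lacking eIF4GI fragment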
# Ba/F3 V617F tox: lowers viability of Ba/F3 cells expressing EpoR and JAK2V617F. ATP luminescence. inhibition, % at 5.6 µM. 1.1% of 220,000 active. AID 1446;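 active means inhibition above the campaign mean plus 3 SD over all tested compounds, cut at about 24% in these data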;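 further: cytokine-independent growth of Ba/F3 cells driven by EpoR plus mutant JAK2; 0% = DMSO-treated cells and 100% = JAK inhibitor I control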
# BaF3 tox: parental Ba/F3 viability inhibition as JAK2V617F counter-screen | CellTiter-Glo ATP luminescence | inhibition, % at 5.6 µM | 1.1% of 220,000 active | AID 1486;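 active means inhibition above a per-campaign cutoff, the mean inhibition of all tested compounds plus 3 SD, cut at about 27% in these data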;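 further: 0% = DMSO wells and 100% = JAK Inhibitor I control wells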
# S1P4 ag: human S1P4 receptor agonism; O95977; S1P4-expressing cell line, agonist reporter assay; activation, % at 4.98 µM; 0.35% of 220,000 active; AID 1509; in the data active means activation above about 11%;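 further: 0% = DMSO vehicle and 100% = reference agonist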
# NPY2 pot ag: potentiators or agonists of human neuropeptide Y receptor Y2 | AID 1359 | activation, % at 3.6 µM | P49146 | 0.45% of 220,000 active | cells expressing NPY-Y2, potentiator/agonist read-out; in the data active means activation above about 27%;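 further: cells stimulated with NPY near EC25 plus isoproterenol at EC100; 0% = vehicle plus submaximal agonist and 100% = vehicle plus saturating agonist; some results beyond the cut were filed as inactive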
# PERK inhibitor: human PERK inhibition, primary cell-based screen | Q9NZJ5 | CHO PERK-DD fusion, SEAP luminescence translation reporter | inhibition, % at 5.6 µM | 0.17% of 220,000 active | AID 1416;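 active means inhibition above the mean inhibition of all tested compounds plus 3 SD, set separately per screening campaign, cut at about 2.9% in these data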;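 further: PERK kinase domain activated by AP20187 dimerizer at 100 nM; 0% = DMSO with dimerizer and 100% = rapamycin at 8.4 µM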
# Target sequence (Q9NZJ5 whole entry, looked up, the tested form may be a part): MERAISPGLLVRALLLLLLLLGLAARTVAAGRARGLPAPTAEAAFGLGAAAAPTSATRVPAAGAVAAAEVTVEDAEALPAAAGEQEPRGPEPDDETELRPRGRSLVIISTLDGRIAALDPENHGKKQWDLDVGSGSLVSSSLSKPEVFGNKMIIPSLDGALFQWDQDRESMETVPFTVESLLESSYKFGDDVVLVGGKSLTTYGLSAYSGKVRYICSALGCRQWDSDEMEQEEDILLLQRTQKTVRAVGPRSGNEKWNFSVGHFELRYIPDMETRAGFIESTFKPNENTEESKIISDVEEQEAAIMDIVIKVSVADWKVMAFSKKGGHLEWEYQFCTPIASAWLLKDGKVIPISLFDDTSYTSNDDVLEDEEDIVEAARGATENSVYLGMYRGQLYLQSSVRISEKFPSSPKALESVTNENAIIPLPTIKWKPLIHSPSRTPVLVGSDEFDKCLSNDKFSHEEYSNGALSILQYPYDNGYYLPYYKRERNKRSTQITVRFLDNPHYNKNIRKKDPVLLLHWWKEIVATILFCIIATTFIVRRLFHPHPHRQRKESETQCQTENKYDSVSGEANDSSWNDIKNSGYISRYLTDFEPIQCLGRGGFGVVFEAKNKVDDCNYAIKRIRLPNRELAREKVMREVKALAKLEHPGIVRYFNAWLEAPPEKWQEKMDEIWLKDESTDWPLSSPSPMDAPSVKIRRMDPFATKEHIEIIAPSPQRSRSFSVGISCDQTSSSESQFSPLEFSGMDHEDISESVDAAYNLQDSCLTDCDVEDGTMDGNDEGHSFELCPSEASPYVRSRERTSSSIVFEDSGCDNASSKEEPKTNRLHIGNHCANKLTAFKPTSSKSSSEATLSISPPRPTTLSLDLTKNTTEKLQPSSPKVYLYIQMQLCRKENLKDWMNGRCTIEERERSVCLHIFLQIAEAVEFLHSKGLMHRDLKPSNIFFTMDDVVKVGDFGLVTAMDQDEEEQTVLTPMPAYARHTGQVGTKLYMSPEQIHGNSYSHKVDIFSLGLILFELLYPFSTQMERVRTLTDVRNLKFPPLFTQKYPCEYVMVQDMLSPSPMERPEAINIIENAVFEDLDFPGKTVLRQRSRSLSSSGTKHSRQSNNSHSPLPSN
# S1P4 antag: human S1P4 receptor antagonism; O95977; S1P4-expressing cells, antagonist mode, reporter read-out; inhibition, % at 4.98 µM; 0.26% of 220,000 active; AID 1510; in the data active means inhibition above about 29%;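 further: 0% = wells stimulated with agonist and 100% = vehicle wells without agonist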
# * marks the source's active call; other numbers are inactive results; x = no result given; [ ] = remark or other dose.
SMILES,Wee1 degr inh,MDM2 E3 inh,eIF4E-4G inh,Ba/F3 V617F tox,BaF3 tox,S1P4 ag,NPY2 pot ag,PERK inhibitor,S1P4 antag
CCCCCCN1C=CC=C/C1=C/C=C(C#N)C#N,-1,1,4[fluorescence artefact?],-2,11,1.2,2,-0.8,-18
COc1cc2c(cc1OC)C(c1cc3cc4c(cc3[nH]c1=O)OCO4)N(C(=O)C(C)C)CC2 (stereo not drawn),-3,10,0,-2,-1,-1.6,-5,-1.2,-5
Clc1ccc(SCCCN2CCCCC2)cc1,-2,-13,5,-4,2,-1.0,17,-1.1,-1
CN1CCN(C(=S)c2cn(CCOc3ccccc3F)c3ccccc23)CC1,-1,3,-5,-2,3,0.7,-2,-0.1,-11
COc1ccc(NC(=O)CN2C(=O)N(C)Cc3ccccc32)c(C)c1,0,-72,-4,2,0,-2.3,-3,-0.3,-11
O=C(NC1CCCCC1)N1CCN(S(=O)(=O)c2ccc(F)cc2)CC1,-2,-15,4,1,3,0.0,1,1.7,-14
Cc1csc(NC(=O)COc2ccc3c(C)cc(=O)oc3c2)n1,0,-19,-26[fluorescence artefact?],-5,0,-0.7,13,0.4,-16
Cc1cccc(NC(=O)NNC(=O)c2cc(-c3ccccc3Cl)nc3ccccc23)c1,-1,-18,-19,6,4,-0.5,-7,0.3,-5
Cc1cc(NC(=O)CCCN2C(=O)/C(=C/c3cccs3)SC2=S)no1,2,-14,0[fluorescence artefact?],-3,6,2.8,-3,2.5,-13
COc1ccc(N2C(=S)NC3c4cc(Cl)ccc4OC2(C)C3C(=O)N(C)C)cc1 (stereo not drawn),-2,-19,5,-4,-2,-1.1,19,2.6,-3
O=C(NC(=S)Nc1ccc2c(c1)OCCO2)c1ccccc1F,2,-38,3,1,4,0.1,2,1.4,25
CNC(=O)N(O)C1N(/N=C/c2cccs2)C(=S)SC1(C)C (stereo not drawn),3,-6,2,1,-6,0.8,8,1.3,4
CC(C)(C)c1ccc(-c2nnc(SCC(=O)Nc3sc4c(c3C#N)CCCC4)o2)cc1,-4,-10,-3,-1,4,-0.5,-2,2.0,-4
CN1CCc2c(sc3c2C(=O)NC(c2ccc(-c4cccc(Cl)c4)o2)N3)C1 (stereo not drawn),-1,-18,4,-4,3,2.1,0,1.9,-21
O=S(=O)(Cc1ccccc1Cl)Nc1ccccn1,5,-10,8,-4,3,-2.9,9,1.6,11
COC(=O)c1[nH]c2ccc(F)cc2c1NS(=O)(=O)c1ccc(OC)cc1OC,1,-14,-5,-4,13,-0.9,26,0.8,-22
CC(C)CC(=O)NCCc1ccncc1,1,-4,9[fluorescence artefact?],2,9,0.9,-9,-0.1,13
O=C(/C=C/c1ccccc1)N/C(=C/c1ccccc1)C(=O)NCCCO,2,-12,-5,3,8,-2.2,1,0.0,7
COC(=O)CCc1c(C)[nH]c(C(=O)OCc2ccccc2)c1C,-2,-15,3[fluorescence artefact?],7,11,0.7,-29,-0.9,8
CC(C)(C)NC(=O)NC(=O)CN1CCN(C(c2ccccc2)c2ccccc2)CC1,-2,-16,-1,2,3,-0.2,-4,0.0,14
O=C(CSc1nnc2scc(-c3ccc(F)cc3)n12)NCc1ccco1,4,-17,-9[fluorescence artefact?],1,1,1.6,4,-0.2,-10
O=C(CCN1C(=O)c2ccc([N+](=O)[O-])cc2C1=O)Nc1ccc(O)cc1C(=O)O,3,20,-5,0,3,0.6,8,1.0,8
Cc1ccc(C(=O)O/N=C2\CCCc3ccccc32)cc1,1,-59,2[fluorescence artefact?],-6,4,-0.2,-20,0.3,-13
COc1ccccc1N1CCN(C(=O)/C=C/c2ccc(C)cc2)CC1,-3,-11,3,-1,-2,-0.9,0,0.2,-1
Cc1ccc(C)c(S(=O)(=O)Nc2ccccc2C(=O)Nc2ccccc2N2CCOCC2)c1,1,-28,5,-3,1,1.8,-5,-0.2,-5
CCn1c(SCc2cccc(C)c2)nnc1-c1ccccc1,6,-11,0,1,7,-0.3,-28,0.0,-4
CN1/C(=C\C(=O)Nc2ccc(Cl)cc2)C(C)(C)c2ccccc21,-2,-2,-6,1,4,3.1,5,1.1,-15
O=C(NCc1ccccc1)Nc1cccn(Cc2ccc(Cl)cc2)c1=O,-2,-12,1,3,3,1.1,11,-1.6,-13
O=C(CN1CCCCC1)Nc1ccc(C(F)(F)F)cc1Cl,2,-7,1,-7,3,-0.9,-7,0.7,5
COC(=O)CSc1cc(C(F)(F)F)nc(-c2ccccn2)n1,-1,-1,2,4,6,-0.7,-19,0.9,-6
CCOC(=O)C1=C(O)CCn2c1nc1ccccc12,1,-10,-8,3,3,2.3,-1,0.3,-9
COC(=O)N/N=C/c1cc(C)n(-c2ccc(Br)cc2)c1C,-2,-6,-4,-5,0,0.7,-1,-0.1,-5
O=C(c1cc(COc2ccc3ncccc3c2)on1)N1CCC(O)CC1,1,-16,-3,0,3,0.1,7,1.5,-10
O=C(Oc1cccc2c(OC(=O)N3CCCC3)cccc12)N1CCCC1,3,17,1,0,2,2.6,-3,0.1,-15
COCCOc1cc(Nc2nnc(C(F)(F)F)s2)c(Cl)cc1Cl,4,-1,1,-3,6,1.4,6,-0.5,-15
Cc1ccc(NC(=O)c2ccc(-c3nn(C)c(=O)c4ccccc34)cc2)c(C)c1,2,-12,-4,-6,1,2.6,-9,-2.1,3
CC1(C)CC(=O)c2cc3c(N)c(C(=O)NCc4ccccc4)sc3nc2C1,-1,-7,0,1,9,2.4,-1,0.9,-18
CCOC(=O)CCC(NC(=O)c1ccc(NCN2C(=O)CCC2=O)cc1)C(=O)OCC (stereo not drawn),2,2,-4,-6,-1,0.7,6,0.5,-11
COC(=O)c1ccccc1N1C(=O)[C@@H]2C(c3ccc(Br)cc3)=NO[C@@H]2C1=O,-1,-8,-2,-3,2,0.8,-15,0.8,-1
C[C@@H](O)[C@@H]1NC(=O)c2cc([N+](=O)[O-])cc(I)c2NCC[C@@H](C(N)=O)NC(=O)CNC1=O,0,x,-1,3,6,0.8,2,-0.2,-13
CC(C)(C)c1ccc(C(=O)N/C(=C/c2cccs2)C(=O)NCc2ccco2)cc1,1,-7,0,-2,3,5.0,-17,0.2,-10
COc1ccc(CCNC(=O)c2ccc(=O)[nH]n2)cc1OC,-1,-5,2[fluorescence artefact?],-4,-2,-0.9,-16,1.0,0
Cc1ccc(/C=N/n2c(C)nc3ccccc3c2=O)s1,1,-10,-2,1,0,0.0,-5,0.1,-5
CC(=O)N/C(=C\c1ccccc1)C(=O)OCC(=O)N(C)C1CCCCC1,-2,-9,4,6,7,-0.9,-3,-0.3,-7
Cc1nccn1CC(=O)N/N=C/c1ccc(O)c(O)c1,2,-12,-1,-4,5,0.0,-13,0.4,-11
C#CCNC(=O)C1=C[C@@H](c2ccccc2)[C@H](CCCO)[C@@H](OCC)O1,3,x,2,4,-1,-1.0,-11,0.8,0
CCCc1nc2ccccc2c(=O)n1/N=C/c1c(C)[nH]n(-c2ccc(C)cc2)c1=O,0,-10,13,5,10,0.5,-12,2.1,5
CCOC(=O)CNC(=O)N1CCCC(C(=O)c2ccc3c(c2)OCO3)C1 (stereo not drawn),-1,-9,-3,-4,1,-2.8,-1,0.3,-7
CCCNc1nc(-c2ccccc2)c(C(=O)OCC)cc1C#N,6,21,3,59*,58*,1.7,-16,-1.0,-9
COC(=O)c1ccc(S(=O)(=O)N(CCO)Cc2ccccc2)n1C,0,-12,0,-1,5,1.6,2,0.9,-8
O=C1OCCC1Sc1nnc(-c2ccccc2Br)n1Cc1ccccc1 (stereo not drawn),0,3,5[fluorescence artefact?],-1,2,-0.3,7,0.5,3
CCNc1ccc(S(=O)(=O)N(C)C)cc1NCC(=O)Nc1ccc(Br)cc1F,-2,-8,-1,-2,5,0.1,6,-0.5,-8
COc1ccc(Nc2oc(COc3ccccc3OC)nc2C#N)cc1,-2,-11,2,1,1,0.8,-12,-0.9,9
O=C(N/N=C/c1c[nH]c2ccc(Br)cc12)C1CC1,-1,-13,4,-2,-1,1.2,28,0.3,-3
O=S1(=O)CC(O)C(NCc2ccco2)C1 (stereo not drawn),4,-13,1,3,1,0.9,7,0.4,-1
CCN1C(=O)c2cccc3c(NC(=O)C4CCCCC4)ccc1c23,-1,-8,3[fluorescence artefact?],0,2,-2.5,-2,-0.3,2
COc1ccccc1NC(=O)CN(Cc1ccccc1)S(C)(=O)=O,-1,-9,1[fluorescence artefact?],1,0,2.8,-9,-0.4,1
CCOc1ccc(-n2c(C)nc3cc(C(=O)NCCCN4CCOCC4)ccc32)cc1,-2,-21,0[fluorescence artefact?],-4,1,-0.8,-2,-0.3,3
O=C(O)c1ccc(COc2ccccc2[N+](=O)[O-])o1,1,0,-3[fluorescence artefact?],-2,3,-0.9,5,0.9,-2
CCn1c2ccccc2c2cc(NC(=O)c3ccccc3-c3ccccc3C(=O)O)ccc21,0,-13,5,-2,3,1.0,12,0.6,2

# An excerpt of these results, with bars between the fields:
mol | Wee1 degr inh | MDM2 E3 inh | eIF4E-4G inh | Ba/F3 V617F tox | BaF3 tox | S1P4 ag | NPY2 pot ag | PERK inhibitor | S1P4 antag
CN1CCc2c(sc3c2C(=O)NC(c2ccc(-c4cccc(Cl)c4)o2)N3)C1 (stereo not drawn) | -1 | -18 | 4 | -4 | 3 | 2.1 | 0 | 1.9 | -21
O=S(=O)(Cc1ccccc1Cl)Nc1ccccn1 | 5 | -10 | 8 | -4 | 3 | -2.9 | 9 | 1.6 | 11
COC(=O)c1[nH]c2ccc(F)cc2c1NS(=O)(=O)c1ccc(OC)cc1OC | 1 | -14 | -5 | -4 | 13 | -0.9 | 26 | 0.8 | -22

# Following part.
SMILES,Wee1 degr inh,MDM2 E3 inh,eIF4E-4G inh,Ba/F3 V617F tox,BaF3 tox,S1P4 ag,NPY2 pot ag,PERK inhibitor,S1P4 antag
COc1ccc(CNc2c(CO)cnc3c2cnn3C)cc1,-3,-16,-6,0,9,1.6,5,1.9,5
COc1ccc(S(=O)(=O)N2CCCCC2)cc1,1,-8,3,1,9,-1.9,-9,1.3,5
O=C(O)c1oc2ccc(Br)cc2c1-n1cccc1,2,x,x,-5,2,1.5,-24,2.6,9
Cc1cc(C(=O)Nc2cc(C)n(Cc3ccc(Cl)cc3)n2)no1,6,2,0,3,5,0.5,7,-1.0,12
O=C(Nc1ccccc1)C1=C(O)CC(c2ccc(Cl)cc2)N2CCN=C12 (stereo not drawn),-1,0,-1,1,6,-0.1,4,0.7,-18
Cc1cc2cc(CN(CC3CCCO3)C(=S)NCc3ccco3)c(=O)[nH]c2cc1C (stereo not drawn),6,-6,-5,-3,3,3.1,-14,-0.7,-15
Cc1cc(NC(=O)C23CCC(C)(C(=O)O2)C3(C)C)no1 (stereo not drawn),-1,-5,-1,-3,3,2.5,8,2.0,-7
Cc1ccc(N(C(=O)c2ccc(S(=O)(=O)N(C)C)cc2)C2C=CS(=O)(=O)C2)cc1 (stereo not drawn),3,-26,3,0,5,2.6,4,0.9,-30
NC(=O)Cn1c2[n+](c3ccccc31)CC(O)CS2 (stereo not drawn),0,3,-7[fluorescence artefact?],-1,3,3.6,11,0.4,-9
COc1nnc(-c2ccc(C)c(S(=O)(=O)NCCO)c2)c2ccccc12,-1,-3,-8[fluorescence artefact?],-2,2,-0.5,6,0.0,-1
Cc1ccc(C)c(-n2c3nc(=O)[nH]c(=O)c-3cc3cc([N+](=O)[O-])ccc32)c1,6,4,11,16,56*,3.4,0,0.5,-18
Fc1ccc(C2=CSC3=NCCN23)cc1,-1,-5,1,1,7,0.5,-13,-0.1,2
